Apaf1 inhib – inhibitors of human Apaf-1 apoptosome, primary screen, biochemical, DEVD-Rh110 fluorescence, uHTS; Apoptotic protease-activating factor 1 (Homo sapiens), O14727; reconstituted apoptosome caspase-3 activity; inhibition, % at 20 µM; hit rate 0.71% among 330,000; active = inhibition of at least 40% at 20 µM;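 also: plate controls were DMSO wells for no effect and DEVD-CHO caspase inhibitor wells for full effect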
Target sequence (O14727 whole entry, looked up): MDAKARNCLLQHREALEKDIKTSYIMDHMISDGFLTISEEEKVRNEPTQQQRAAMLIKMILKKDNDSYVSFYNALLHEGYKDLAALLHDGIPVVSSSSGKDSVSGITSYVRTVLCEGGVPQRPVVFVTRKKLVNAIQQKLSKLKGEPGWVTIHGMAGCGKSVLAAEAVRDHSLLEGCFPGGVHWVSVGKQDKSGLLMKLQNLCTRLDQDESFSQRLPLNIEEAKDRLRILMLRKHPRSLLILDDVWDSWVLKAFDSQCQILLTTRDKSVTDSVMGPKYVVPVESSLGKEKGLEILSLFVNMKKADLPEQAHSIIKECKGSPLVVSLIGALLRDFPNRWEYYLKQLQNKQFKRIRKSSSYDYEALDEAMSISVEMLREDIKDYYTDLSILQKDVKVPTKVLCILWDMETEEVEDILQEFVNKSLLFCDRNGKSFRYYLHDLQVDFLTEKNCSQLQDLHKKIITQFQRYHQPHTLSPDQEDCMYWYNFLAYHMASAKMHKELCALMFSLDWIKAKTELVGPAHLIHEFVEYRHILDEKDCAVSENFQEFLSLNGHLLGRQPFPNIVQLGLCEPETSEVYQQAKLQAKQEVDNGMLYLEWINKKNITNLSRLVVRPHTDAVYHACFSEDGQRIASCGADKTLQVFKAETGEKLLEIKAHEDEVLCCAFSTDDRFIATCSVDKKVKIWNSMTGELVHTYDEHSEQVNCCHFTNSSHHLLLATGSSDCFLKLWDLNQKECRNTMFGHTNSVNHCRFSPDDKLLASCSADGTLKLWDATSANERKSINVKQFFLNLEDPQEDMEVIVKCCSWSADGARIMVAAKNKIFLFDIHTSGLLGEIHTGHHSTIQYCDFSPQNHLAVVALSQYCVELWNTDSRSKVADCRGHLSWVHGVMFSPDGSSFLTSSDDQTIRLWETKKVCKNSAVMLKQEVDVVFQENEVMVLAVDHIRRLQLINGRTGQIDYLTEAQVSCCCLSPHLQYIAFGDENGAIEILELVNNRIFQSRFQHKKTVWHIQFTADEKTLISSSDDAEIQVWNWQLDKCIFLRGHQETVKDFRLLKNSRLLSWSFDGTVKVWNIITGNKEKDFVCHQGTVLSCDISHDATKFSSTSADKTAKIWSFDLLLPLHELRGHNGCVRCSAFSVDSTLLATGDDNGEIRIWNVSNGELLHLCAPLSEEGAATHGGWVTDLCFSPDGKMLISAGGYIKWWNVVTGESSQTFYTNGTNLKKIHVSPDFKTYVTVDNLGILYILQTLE
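detection = Rh110 fluorescence intensity | test system = biochemical Apaf-1 apoptosome reconstitution | also added = cytochrome c and DEVD-Rh110 substrate | schedule = 30 min plus 50 min, RT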
mIAP act – activators of mouse IAP, primary screen, biochemical, luminescence, uHTS | muIAP, CDP-Star luminescence, 30 min; active compounds read high; 1 = vehicle-only enzyme signal, 0 = enzyme-free wells | activation factor at 10 µM | hit rate 0.24% among 330,000 | AID 2805, 2010;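 active = activation factor of at least 2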; also: the source names both 10 and 20 µM as test concentration; values of inactives mirror those of a sister screen read the other way
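System: Mouse IAP enzyme | Also added: CDP-Star substrate | Dosing: Compounds dispensed in DMSO | Schedule: 30 min enzyme-substrate-compound incubation at room temperature | Technique: Chemiluminescence readout | Control set: DMSO-only wells and no-enzyme negative control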
hIAP block – human IAP inhibitors, primary screen, biochemical, luminescence, uHTS; AID 2544, 2010; hit rate 0.12% among 330,000; inhibition, % at 10 µM; Intestinal-type alkaline phosphatase (Homo sapiens), P09923; purified IAP, CDP-Star luminescence, 30 min;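 active = inhibition reaching a set limit with compound at 10 µM in the primary screen, cut at about 35% in these data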;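 also: plate controls were DMSO wells with enzyme for no effect and no-enzyme buffer wells for full effect; values of inactives mirror those of a sister screen read the other way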
mIAP block – inhibitors of mouse IAP, primary screen, biochemical, luminescence, uHTS. purified mouse IAP, CDP-Star luminescence, 30 min. AID 2806, 2010. inhibition, % at 10 µM. hit rate 0.2% among 330,000. intestinal alkaline phosphatase [Mus musculus];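 active = inhibition of at least 40% at 10 µM in the primary screen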;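 also: plate controls were DMSO with enzyme for no effect and no enzyme wells for full effect; values of inactives mirror those of a sister screen read the other way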
TIM10 inh – growth inhibitors of isogenic TIM10 control yeast, primary screen, counter-screen for tim10-1 yeast inhibitor project, luminescence, uHTS | S. cerevisiae TIM10 strain growth, BacTiter-Glo luminescence, 24 h | inhibition, % at 10 µM | hit rate 1.4% among 330,000 | AID 463195, 2010;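 active = inhibition of 40% or more at the single tested concentration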;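 also: wild-type TIM10 isogenic control strain grown at permissive 25 °C; 0% = DMSO yeast wells and 100% = minimal medium wells without yeast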
tim10-1 inh – growth inhibitors of tim10-1 mutant yeast, primary screen, luminescence, uHTS; S. cerevisiae tim10-1 ts strain growth, BacTiter-Glo, 24 h; inhibition, % at 20 µM; hit rate 2.2% among 330,000; AID 463190, 2010;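 active = inhibition of at least 40%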;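 also: mutant grown at 25 °C; 0% = DMSO wells with yeast and 100% = wells holding no yeast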
NLRP3 yeast inh – NALP3 inflammasome inhibitors in reconstituted yeast, primary screen, luminescence, uHTS. Yeast reconstituted NLRP3/ASC/caspase-1, beta-gal luminescence, 24 h. inhibition, % at 10 µM. hit rate 0.39% among 330,000. AID 2825, 2010;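 active = inhibition of 50% or more; inactive = inhibition below 50%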;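 also: plate controls were induced DMSO wells for no effect and uninduced yeast grown without galactose for full effect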
ATG4B inhibitor – ATG4B protease inhibitors, primary screen, biochemical, fluorescence, uHTS. AID 504462, 2011. inhibition, % at 8.33 µM. Cysteine protease ATG4B (Homo sapiens), Q9Y4P1. hit rate 0.51% among 340,000. ATG4B cleavage of LC3-PLA2, NBD-HPC fluorescence, 1 h; in the data active = inhibition above about 40%
hIAP act – human IAP activators, primary screen, biochemical, luminescence, uHTS | Intestinal-type alkaline phosphatase (Homo sapiens), P09923 | purified human IAP, CDP-Star luminescence, 30 min; active compounds read high; 1 = vehicle-only enzyme, 0 = enzyme-free background | activation factor at 10 µM | hit rate 0.16% among 330,000 | AID 2524, 2010;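 active = activation factor of the enzyme at least 2-fold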; also: the source names both 10 and 20 µM as test concentration; values of inactives mirror those of a sister screen read the other way
* = called active by the depositor.

How did CCC(=O)c1ccc(OCC(=O)N2CCN(CC(=O)Nc3ccccc3C(F)(F)F)CC2)cc1 do in these assays?
Apaf1 inhib: -2; mIAP act: 0.92; hIAP block: 5; mIAP block: 8; TIM10 inh: 4; tim10-1 inh: 2; NLRP3 yeast inh: 10; ATG4B inhibitor: 1; hIAP act: 0.95

What do the screens show for `O=C(N/N=C/c1c(O)n(-c2ccccc2)c(=O)[nH]c1=O)c1ccncc1`?
Apaf1 inhib: 6; mIAP act: 0.94; hIAP block: -57; mIAP block: 6; TIM10 inh: -8; tim10-1 inh: 22; NLRP3 yeast inh: -6; ATG4B inhibitor: 6; hIAP act: 1.6

How did O=C(c1ccc(Cl)cc1)C1CCCN(Cc2ccc3c(c2)OCCO3)C1 (stereo not drawn) do in these assays?
Apaf1 inhib: 1; mIAP act: 0.88; hIAP block: 8; mIAP block: 12; TIM10 inh: -20; tim10-1 inh: -10; NLRP3 yeast inh: 29; ATG4B inhibitor: 9; hIAP act: 0.92

Results for Cc1ccc2c(c1)C1CN(C)CCC1N2C(=O)COc1ccc(S(=O)(=O)N2CCOCC2)cc1 (stereo not drawn) ?
Apaf1 inhib: -19; mIAP act: 1.1; hIAP block: -16; mIAP block: -12; TIM10 inh: 13; tim10-1 inh: 19; NLRP3 yeast inh: 5; ATG4B inhibitor: -25; hIAP act: 1.2

Results for O=C(c1ccc2c(=O)n(Cc3ccc4c(c3)OCO4)c(=S)[nH]c2c1)N1CCC2(CC1)OCCO2 ?
Apaf1 inhib: -4; mIAP act: 0.89; hIAP block: 10; mIAP block: 11; TIM10 inh: 6; tim10-1 inh: 12; NLRP3 yeast inh: 4; ATG4B inhibitor: 7; hIAP act: 0.9

What do the screens show for `CCC(=O)c1cn(Cc2ccc(C#N)cc2)c2ccccc12`?
Apaf1 inhib: 5; mIAP act: 0.97; hIAP block: -15; mIAP block: 3; TIM10 inh: 27; tim10-1 inh: 11; NLRP3 yeast inh: -15; ATG4B inhibitor: -6; hIAP act: 1.1

Results for CN1CCN(Cc2cn3cccnc3n2)CC1 ?
Apaf1 inhib: -6; mIAP act: 0.97; hIAP block: -2; mIAP block: 3; TIM10 inh: -4; tim10-1 inh: -5; NLRP3 yeast inh: 6; ATG4B inhibitor: -8; hIAP act: 1

What do the screens show for `CC(=O)c1cn(Cc2ccccc2F)c2ccccc12`?
Apaf1 inhib: 6; mIAP act: 1.1; hIAP block: 10; mIAP block: -6; TIM10 inh: -2; tim10-1 inh: 11; NLRP3 yeast inh: 21; ATG4B inhibitor: -3; hIAP act: 0.91

How did CCCCC(=O)N/N=C/c1c(O)n(CCC2=CCCCC2)c(=O)[nH]c1=O do in these assays?
Apaf1 inhib: 2; mIAP act: 0.86; hIAP block: -6; mIAP block: 14; TIM10 inh: -1; tim10-1 inh: 4; NLRP3 yeast inh: 5; ATG4B inhibitor: 2; hIAP act: 1.1

Results for N#CC1(c2ccccc2)CCN(C2CC(=O)N(c3cccc(F)c3)C2=O)CC1 (stereo not drawn) ?
Apaf1 inhib: 5; mIAP act: 1; hIAP block: 8; mIAP block: -3; TIM10 inh: -1; tim10-1 inh: 6; NLRP3 yeast inh: 6; ATG4B inhibitor: -8; hIAP act: 0.92

Results for CCOC(=O)c1c(C)n(Cc2ccc3c(c2)OCO3)c2ccc(O)cc12 ?
Apaf1 inhib: 6; mIAP act: 0.9; hIAP block: 6; mIAP block: 10; TIM10 inh: 19; tim10-1 inh: 22; NLRP3 yeast inh: 10; ATG4B inhibitor: -3; hIAP act: 0.94

What do the screens show for `C[N+]1(C)C2CC[C@H]1CC(OC(=O)C(CO)c1ccccc1)C2` (stereo partly drawn)?
Apaf1 inhib: -6; mIAP act: 0.93; hIAP block: 12; mIAP block: 7; TIM10 inh: 8; tim10-1 inh: -9; NLRP3 yeast inh: 5; ATG4B inhibitor: 5; hIAP act: 0.88

Results for O=C(c1ccccc1F)N1CCC2(CC1)OCCO2 ?
Apaf1 inhib: 4; mIAP act: 1; hIAP block: 11; mIAP block: -4; TIM10 inh: 4; tim10-1 inh: 18; NLRP3 yeast inh: -4; ATG4B inhibitor: 13; hIAP act: 0.89

Results for COC(=O)C1=C(c2ccccc2)C[C@@H]2CC[C@H]1N2C(=O)N1CCC(C)CC1 ?
Apaf1 inhib: 5; mIAP act: 1.1; hIAP block: 5; mIAP block: -5; TIM10 inh: 12; tim10-1 inh: 25; NLRP3 yeast inh: 13; ATG4B inhibitor: -2; hIAP act: 0.95

How did COC(=O)C1=C(c2ccc(OC)c(OC)c2)C[C@@H]2CC[C@H]1N2C(=O)NCCOc1ccc(OC)cc1 do in these assays?
Apaf1 inhib: 4; mIAP act: 0.95; hIAP block: 5; mIAP block: 5; TIM10 inh: 2; tim10-1 inh: -10; NLRP3 yeast inh: 22; ATG4B inhibitor: 4; hIAP act: 0.95

Results for Cc1cc(C)c(C(=O)N2CCC3(CC2)OCCO3)c(C)c1 ?
Apaf1 inhib: -3; mIAP act: 1.1; hIAP block: -6; mIAP block: -8; TIM10 inh: 5; tim10-1 inh: -5; NLRP3 yeast inh: -4; ATG4B inhibitor: 4; hIAP act: 1.1

Results for Clc1cccc(Cl)c1CN1CCN(c2ccccc2)CC1 ?
Apaf1 inhib: -12; mIAP act: 0.94; hIAP block: 26; mIAP block: 6; TIM10 inh: -6; tim10-1 inh: -3; NLRP3 yeast inh: 21; ATG4B inhibitor: -2; hIAP act: 0.74

Results for CCOc1cccc(CNC2CN3CCC2CC3)c1 (stereo not drawn) ?
Apaf1 inhib: -11; mIAP act: 0.99; hIAP block: -1; mIAP block: 1; TIM10 inh: -8; tim10-1 inh: -8; NLRP3 yeast inh: -3; ATG4B inhibitor: -3; hIAP act: 1

Results for CC(C)NCC(O)c1ccc(C2CCCC2)cc1 (stereo not drawn) ?
Apaf1 inhib: 3; mIAP act: 0.99; hIAP block: 1; mIAP block: 1; TIM10 inh: 2; tim10-1 inh: -1; NLRP3 yeast inh: -4; ATG4B inhibitor: -10; hIAP act: 0.99

Results for CSc1ccc(C(c2c(O)c3ccccc3oc2=O)c2c(C)n(C)n(-c3ccccc3)c2=O)cc1 (stereo not drawn) ?
Apaf1 inhib: -6; mIAP act: 1; hIAP block: 1; mIAP block: -1; TIM10 inh: 5; tim10-1 inh: 13; NLRP3 yeast inh: 8; ATG4B inhibitor: 3; hIAP act: 0.99

How did CCc1nc2ccccc2c(=O)n1-c1ccccc1[N+](=O)[O-] do in these assays?
Apaf1 inhib: -8; mIAP act: 0.89; hIAP block: 8; mIAP block: 11; TIM10 inh: 21; tim10-1 inh: 10; NLRP3 yeast inh: 3; ATG4B inhibitor: -12; hIAP act: 0.93

Results for O=c1[nH]c(=O)n(CCC2=CCCCC2)c(O)c1/C=N/Nc1ccccc1 ?
Apaf1 inhib: 14; mIAP act: 1; hIAP block: -7; mIAP block: -2; TIM10 inh: -13; tim10-1 inh: -13; NLRP3 yeast inh: 27; ATG4B inhibitor: 0; hIAP act: 1.1

What do the screens show for `COC12CCC3(CC1C(C)(O)C(C)(C)C)[C@H]1Cc4ccc(O)c5c4[C@@]3(CCN1CC1CC1)C2O5` (stereo partly drawn)?
Apaf1 inhib: 9; mIAP act: 1.1; hIAP block: -10; mIAP block: -6; TIM10 inh: 5; tim10-1 inh: 2; NLRP3 yeast inh: 1; ATG4B inhibitor: -24; hIAP act: 1.1

Results for C[C@]12CCC(=O)C=C1CCC1C2CC[C@@]2(C)C1CC[C@]2(C)O (stereo partly drawn) ?
Apaf1 inhib: -7; mIAP act: 0.97; hIAP block: -12; mIAP block: 3; TIM10 inh: -1; tim10-1 inh: -27; NLRP3 yeast inh: 32; ATG4B inhibitor: -9; hIAP act: 1.1

Results for Cn1c(O)c(C=NCCN2CCN(C(=O)c3ccccc3)CC2)c(=O)n(C)c1=O ?
Apaf1 inhib: -5; mIAP act: 0.92; hIAP block: -6; mIAP block: 8; TIM10 inh: -1; tim10-1 inh: -1; NLRP3 yeast inh: 17; ATG4B inhibitor: 2; hIAP act: 1.1

Results for CCC(C)C1(CC)C(=O)NC(=O)N=C1N (stereo not drawn) ?
Apaf1 inhib: -5; mIAP act: 1; hIAP block: 7; mIAP block: -1; TIM10 inh: 9; tim10-1 inh: 9; NLRP3 yeast inh: -11; ATG4B inhibitor: -4; hIAP act: 0.93

Results for CN1CCCC(C(=O)c2ccc(Cl)cc2)C1 (stereo not drawn) ?
Apaf1 inhib: -4; mIAP act: 1; hIAP block: 14; mIAP block: -4; TIM10 inh: 6; tim10-1 inh: 0; NLRP3 yeast inh: 18; ATG4B inhibitor: 8; hIAP act: 0.86

What do the screens show for `COC(=O)C1=C(c2ccc(Cl)c(C(F)(F)F)c2)C[C@@H]2CC[C@H]1N2C(=O)NCc1cc(C)oc1C(F)(F)F`?
Apaf1 inhib: 16; mIAP act: 1; hIAP block: -4; mIAP block: -4; TIM10 inh: -10; tim10-1 inh: 0; NLRP3 yeast inh: 12; ATG4B inhibitor: 0; hIAP act: 1

What do the screens show for `CCC(C)N1CCN(C(=O)Cc2ccccc2)CC1` (stereo not drawn)?
Apaf1 inhib: 3; mIAP act: 0.98; hIAP block: -11; mIAP block: 2; TIM10 inh: 6; tim10-1 inh: 5; NLRP3 yeast inh: 3; ATG4B inhibitor: -3; hIAP act: 1.1

How did CN(CCc1ccccc1)Cc1c[nH]c2ccccc12 do in these assays?
Apaf1 inhib: 2; mIAP act: 0.98; hIAP block: 32; mIAP block: 2; TIM10 inh: -1; tim10-1 inh: 10; NLRP3 yeast inh: 18; ATG4B inhibitor: 8; hIAP act: 0.68

What do the screens show for `O=[N+]([O-])c1ccc(N2CCCC(C(F)(F)F)C2)c2ccncc12` (stereo not drawn)?
Apaf1 inhib: 28; mIAP act: 0.95; hIAP block: 27; mIAP block: 5; TIM10 inh: 3; tim10-1 inh: 8; NLRP3 yeast inh: -22; ATG4B inhibitor: 2; hIAP act: 0.73

How did CC(C)C(C)(NC(=O)c1cccn(Cc2ccc3c(c2)OC(F)(F)O3)c1=O)C(N)=O (stereo not drawn) do in these assays?
Apaf1 inhib: 4; mIAP act: 0.89; hIAP block: 3; mIAP block: 11; TIM10 inh: 13; tim10-1 inh: 8; NLRP3 yeast inh: 9; ATG4B inhibitor: -4; hIAP act: 0.97

How did O=C(c1ccc2c(c1)ncn2-c1ccc(F)cc1F)N1CCC2(CC1)OCCO2 do in these assays?
Apaf1 inhib: -76; mIAP act: 1; hIAP block: -35; mIAP block: -2; TIM10 inh: -4; tim10-1 inh: 11; NLRP3 yeast inh: 12; ATG4B inhibitor: -16; hIAP act: 1.4

Screens (PubChem)

Only part of the results is shown; count on the stated rates, not on these rows.
